H1N1 NS1A inhibition: H1N1 influenza NS1A inhibitors, functional cell based assay (AID 504329) | hit rate 0.3% among 340,000 | one-dose inhibition, % at 12.5 µM; IC50 in µM for titrated hits | NS1A functional cell-based assay, percent inhibition; higher % means a stronger effect; in the data active = a potency from the dose series; inconclusive = inhibition above about 27% without an active follow-up result; note: strong numbers were not always called active
VEEV TC-83 Vero: inhibitors of VEEV TC-83 cytopathic effect, confirmation, Vero cells (AID 588727); one-dose inhibition, % at 20 µM; IC50 in µM for titrated hits; Vero cells, VEEV TC-83 cytopathic effect inhibition; higher % means a stronger effect; hit rate 0.13% among 350,000; in the data active = a potency from the dose series; inconclusive = inhibition mostly from about 14% at the one dose, without a potency; inactive = the rest, 99 in 100 with inhibition below about 12%; note: strong numbers were not always called active
M. tuberculosis: growth inhibition of non-replicating M. tuberculosis (AID 488890); one-dose inhibition, % at 25 µM; IC50 in µM for titrated hits; hit rate 0.39% among 320,000; Mycobacterium tuberculosis non-replicating, growth inhibition; higher % means a stronger effect; in the data active = a potency from the dose series; inconclusive = inhibition mostly from about 82% at the one dose, without a potency; inactive = the rest, 99 in 100 with inhibition below about 76%;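 note: plate controls were DMSO cells for no effect and high antibiotic wells for full effect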
H37Rv inhibition: M. tuberculosis growth inhibition, HTS (AID 449762) | one-dose inhibition, % at 25 µM; IC50 in µM for titrated hits | M. tuberculosis H37Rv growth inhibition, 7H9 media; higher % means a stronger effect | hit rate 0.59% among 330,000; in the data active = a potency from the dose series; inconclusive = inhibition above about 70% without an active follow-up result;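 note: bacterial growth assessed after seven days of incubation; strong numbers were not always called active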
Salmonella PhoP GFP: PhoP regulon inhibitors, Salmonella typhi PhoP promoter GFP reporter, confirmatory (AID 1850); Salmonella Typhi PhoP-promoter GFP reporter, fluorescence, 4 h; higher % means a stronger effect; inhibition, % at 50 µM; hits with a dose series show IC50 in µM; hit rate 0.33% among 310,000; in the data active = a potency from the dose series; inconclusive = inhibition mostly from about 25% at the one dose, without a potency; inactive = the rest, 99 in 100 with inhibition below about 19%;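 note: 0% = induced wells with vehicle and 100% = uninduced wells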
VEEV TC-83 Vero 10K pilot screen: further read-out of VEEV TC-83 Vero, marked with its call; inhibition, %; measured here: 10K pilot screen inhibition
Numbers without * were called inactive; i = inactive; ? = inconclusive; . = no result given.

SMILES	H1N1 NS1A inhibition	VEEV TC-83 Vero	M. tuberculosis	H37Rv inhibition	Salmonella PhoP GFP	others
CCNC(=O)c1ccc(N(C)S(=O)(=O)c2cccs2)cc1	-6%	0.9%	0%	12%	-8%
NC(=O)C1CCCN(C(=O)c2ccc(Cl)cc2)C1 (configuration not stated)	24%	2.3%	-5%	2%	2%
O=C(O)CCc1ccc(-c2ccccc2)o1	5%	2.5%	50%	-2%	12%	VEEV TC-83 Vero 10K pilot screen=1.6
CC(C)(C)OC(=O)C[C@H]1C/C=C\C[C@@H](CC(=O)N[C@@H](CO)Cc2ccccc2)C(=O)N2CCC[C@H]2COC1=O	-6%	0.3%	39%	1%	.
COC(=O)c1ccc(N(CC(=O)NCC2CCCO2)C(=O)CCC(=O)Nc2cc(C)on2)cc1 (configuration not stated)	3%	i	6%	-2%	7%
Cc1nn(C)c(C)c1NS(=O)(=O)c1ccccc1	-7%	0.3%	-6%	3%	-24%
N#Cc1cc([N+](=O)[O-])ccc1NCC1CCCO1 (configuration not stated)	-18%	i	4%	7%	6%
COc1ccc2c(c1)c1c3n2CCN(C)C3=NCC1	-13%	i	9%	5%	15%
COc1ccc(Cc2nnc(NC(=O)C3CCN(C(=O)c4ccco4)CC3)s2)cc1	-2%	2.3%	3%	-2%	-5%
Cc1cc(C)c2c(=O)[nH]n(C3CC(C)N(C)CC3C)c2n1 (configuration not stated)	-4%	i	-2%	-7%	2%

Next section (six carried over from the part before).
SMILES	H1N1 NS1A inhibition	VEEV TC-83 Vero	M. tuberculosis	H37Rv inhibition	Salmonella PhoP GFP	others
COC(=O)c1ccc(N(CC(=O)NCC2CCCO2)C(=O)CCC(=O)Nc2cc(C)on2)cc1 (configuration not stated)	3%	i	6%	-2%	7%
Cc1nn(C)c(C)c1NS(=O)(=O)c1ccccc1	-7%	0.3%	-6%	3%	-24%
N#Cc1cc([N+](=O)[O-])ccc1NCC1CCCO1 (configuration not stated)	-18%	i	4%	7%	6%
COc1ccc2c(c1)c1c3n2CCN(C)C3=NCC1	-13%	i	9%	5%	15%
COc1ccc(Cc2nnc(NC(=O)C3CCN(C(=O)c4ccco4)CC3)s2)cc1	-2%	2.3%	3%	-2%	-5%
Cc1cc(C)c2c(=O)[nH]n(C3CC(C)N(C)CC3C)c2n1 (configuration not stated)	-4%	i	-2%	-7%	2%
COCCN(CC(=O)Nc1cccc(C)c1C)C(=O)Cc1ccsc1	-9%	0.7%	20%	4%	.
C[N+]12CCCCC1[C@@H](CO)CCC2 (some centres not stated)	3%	0.8%	6%	-2%	1%
CN(C)c1c(F)cc(C(=O)NCc2ccccc2)cc1F	13%	0.1%	56%	4%	9%
C#CC(CC)(CC)NC(=O)Nc1ccc(OCC)cc1	8%	0.3%	7%	3%	-1%
CC(C)(C)C1CCC(C(=O)NCC(c2cccs2)N2CCOCC2)CC1 (configuration not stated)	0%	3.2%	14%	2%	0%
O=C(NCCN1CCCCCC1)C1CCCN1S(=O)(=O)c1cccc2nsnc12 (configuration not stated)	5%	6.2%	18%	-10%	6%
CCCOC(=O)c1ccc(-c2ccc(C=O)o2)cc1	7%	2.0%	1.3µM*	0.82µM*	-1%
COc1ccc(N2CCN(CCNC(=O)c3c(C)cc(=O)oc3C)CC2)cc1	6%	i	0%	1%	-2%
Cc1c(/C=N\NC(=O)c2cc3ccccc3o2)c2ccccc2n1C	-9%	9.3%	72%	4%	18%
O=C(CCc1c[nH]c2ccccc12)N1CCN(S(=O)(=O)c2ccccc2)CC1	-8%	7.2%	6%	94µM*	6%
Cc1ccc([C@@H]2CC=C(C(=O)O)[C@H](c3ccc(F)cc3)N2S(=O)(=O)c2ccc(C)cc2)cc1	-3%	i	20%	7%	10%
CC(=O)Nc1c(C(=O)N2CCOCC2)sc2nc3c(cc12)COC(C)(C)C3	4%	0.3%	20%	-10%	-5%
CN(Cc1c(C(=O)N2CCCCCCC2)nc2ccc(Cl)cn12)C1CCOC1 (configuration not stated)	-2%	i	2%	4%	-11%
COC(=O)NC1c2ccccc2Oc2ccc(C)cc21 (configuration not stated)	0%	0.6%	28%	4%	-14%
C=CCSc1nc2c(cnn2-c2ccc(C)c(C)c2)c(=O)[nH]1	10%	2.3%	.	-19%	-4%
Cc1ccc(-n2ncc3c2CC(C)(C)CC3NC(=O)c2ccc[n+]([O-])c2)cc1 (configuration not stated)	-12%	2.2%	7%	2%	-3%
Cc1cc(N/C=C/C(=O)c2ccc(Br)cc2)no1	-4%	0.4%	12%	1%	4%
COc1cccc(C(=O)NC(=S)Nc2ccc(N(C)C)cc2)c1	18%	5.9%	63%	-1%	3%
Cc1n[nH]c(C)c1CS(=O)(=O)c1ccccc1	-19%	i	-2%	-5%	-13%
COc1cc(/C(C)=N/N2CCOCC2)cc(OC)c1OC	-1%	0.2%	4%	2%	2%
Cc1ccc(N2C(S)=C(C#N)C(=O)NC23CCCCC3)cc1	-14%	2.0%	17%	3%	-1%
Cc1csc(NC(=O)CSc2nnc(C)s2)n1	5%	0.5%	1%	-2%	-17%
COc1cccc(CNS(=O)(=O)c2cc3c(cc2Cl)NC(=O)CO3)c1	3%	1.3%	-2%	-3%	12%	VEEV TC-83 Vero 10K pilot screen=0.1
NS(=O)(=O)c1ccc2ccccc2c1	-6%	0.8%	-17%	3%	22%
OCCN(Cc1ccccc1)Cc1ccc(F)c(F)c1	-6%	i	0%	-1%	-1%
COc1ccc(-n2c(SCc3nnc(-c4ccccc4)o3)nnc2-c2ccccc2)cc1	15%	8.3%	21%	.	-1%
Cc1cccc(N(C(=O)CCC(=O)Nc2cc(C)on2)C(C(=O)NC2CCCC2)c2ccncc2)c1 (configuration not stated)	-3%	3.6%	5%	2%	6%
CN(c1cccc2cccnc12)S(=O)(=O)c1ccccc1	-12%	0.5%	-1%	-2%	-9%
CCc1cc2c(=O)n(-c3ccccc3)c(=S)[nH]c2s1	-11%	2.0%	-2%	-8%	-5%
COc1ccc(/C=N/n2c(C)nc3ccccc3c2=O)cc1OC	-1%	0.9%	-14%	7%	4%
CC(=O)Nc1cccc(OCc2ccc(F)cc2)c1	-4%	0.8%	16%	67%	-9%
O=C(Cc1ccc(Cl)cc1)Nc1ncccn1	-18%	0.6%	2%	-2%	1%
COC(=O)c1cc(OC)c(OC)cc1NC(=O)C(C)Sc1ccc(C)cc1 (configuration not stated)	-10%	0.5%	7%	-5%	-1%
O=C(NNC(=S)NC(=O)C12CC3CC(CC(C3)C1)C2)c1ccncc1	-4%	5.3%	?	?	15%
CCCc1cc(=O)oc2cc(OCC(=O)N3C[C@H]4C[C@@H](C3)c3cccc(=O)n3C4)c(Cl)cc12	-7%	i	1%	-6%	19%
CC(=O)Nc1cccc(NS(=O)(=O)c2cc3c4c(c2)CCN4C(=O)CC3)c1	-5%	3.7%	-5%	-1%	7%
COc1ccc2cnnc(SCC(=O)Nc3ccc(C(C)=O)cc3)c2c1OC	7%	0.6%	-17%	-11%	-10%
CC(C)CN(C(=O)CN1C(=O)C2CCCCC2C1=O)c1c(N)n(Cc2ccccc2)c(=O)[nH]c1=O (configuration not stated)	-13%	0.8%	8%	-7%	-9%
O=S1(=O)c2ccc(Br)cc2N2CCC[C@@H]2CN1Cc1ccccc1	-1%	9.1%	.	.	.
O=C(C1CCCC1)N1CCN(S(=O)(=O)c2ccc(F)cc2)CC1	-10%	i	-11%	0%	-19%

Quoted at random: 5 records from the list
SMILES	H1N1 NS1A inhibition	VEEV TC-83 Vero	M. tuberculosis	H37Rv inhibition	Salmonella PhoP GFP	others
Cc1c(/C=N\NC(=O)c2cc3ccccc3o2)c2ccccc2n1C	-9%	9.3%	72%	4%	18%
COC(=O)NC1c2ccccc2Oc2ccc(C)cc21 (configuration not stated)	0%	0.6%	28%	4%	-14%
CCc1cc2c(=O)n(-c3ccccc3)c(=S)[nH]c2s1	-11%	2.0%	-2%	-8%	-5%
CCCOC(=O)c1ccc(-c2ccc(C=O)o2)cc1	7%	2.0%	1.3µM*	0.82µM*	-1%
CCNC(=O)c1ccc(N(C)S(=O)(=O)c2cccs2)cc1	-6%	0.9%	0%	12%	-8%

(more compounds)
SMILES	H1N1 NS1A inhibition	VEEV TC-83 Vero	M. tuberculosis	H37Rv inhibition	Salmonella PhoP GFP	others
Cc1cc(C)c(COc2ccc(/C=N/n3c(C)n[nH]c3=S)cc2)c(C)c1	4%	1.9%	-4%	-8%	-2%
O=C(CSCc1ccccn1)Nc1ccccc1	-4%	0.9%	3%	-5%	3%
S=C(NCCCN1CCOCC1)Nc1cccc(Cl)c1	9%	0.3%	9%	-2%	15%
Cc1cc(/C=N/NC(=O)c2ccncc2)c(C)n1-c1ccccc1	6%	1.3%	66%	?	1%
COc1ccc(CC(=O)N2N=C(C)CC2(O)C(F)(F)F)cc1 (configuration not stated)	-1%	i	72%	-6%	-1%
COc1ccc(CCNC(=O)C2CCN(C(=O)c3ccc(OC)c(OC)c3)CC2)cc1	3%	0.1%	-1%	1%	6%
O=C(NCc1ccccc1)c1cc2ccccc2o1	-7%	1.2%	80%	1%	14%
O=C(COC(=O)c1cc(S(=O)(=O)N2CCOCC2)ccc1Cl)NCc1ccc2c(c1)OCO2	-2%	1.7%	-10%	-6%	.
O=C(Nc1ccc(Cl)cc1C(F)(F)F)C(Sc1cccc[n+]1[O-])c1ccccc1 (configuration not stated)	-2%	0.1%	28%	16%	0%
C=CCn1c(O)c(N=NC(=O)OCC)c2ccccc21	2%	3.4%	68%	5%	-7%
COc1ccccc1NC(=O)Cc1noc(CSc2nnc(N)s2)n1	-5%	8.1%	2%	6%	-2%
Cn1c(=O)c(=O)n(C)c2cc(S(=O)(=O)NCc3ccc(Cl)cc3)ccc21	-12%	0.9%	6%	8%	4%
CCOC(=O)C1CCCN(C(=O)c2sc3nc(C)nc(N(CC)CC)c3c2C)C1 (configuration not stated)	7%	1.2%	12%	1%	-2%
CCOC(=O)Cn1nc(Cc2ccccc2)c2ccccc2c1=O	7%	i	-8%	6%	0%
CN1CCCC1CCOC(C)(c1ccccc1)c1ccc(Cl)cc1 (configuration not stated)	1%	i	.	.	.
CC(C)(C)Nc1nc(Cl)nc(NC2CCCCC2)n1	-18%	3.5%	6%	16%	2%
COc1cc(/C=C/C(=O)NCc2nc3ccccc3[nH]2)cc(OC)c1OC	-8%	3.3%	14%	-2%	-2%
CCOc1ccc(NC(=O)C2C3C=CC4(CN(C(C(=O)OC)C(C)C)C(=O)C24)O3)cc1 (configuration not stated)	-2%	0.8%	-7%	-2%	-4%

Screening data as filed in PubChem BioAssay.
